UPR CHOP act = apoptotic UPR (CHOP) activation; activation, % at 10 µM; CHO-CHOP luciferase reporter, luminescence; percent of tunicamycin response over DMSO baseline; 0.34% of 330,000 active; AID 449763;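 active = at 10 µM dose, activation of 40% or more, normalized to positive control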;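 also: 100% = tunicamycin at 10 µg/mL and 0% = DMSO alone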
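Assay system: CHO cells with stable CHOP pathway luciferase reporter; Buffer or medium: F12 plus 10% serum; Times: 16-18 h cell attachment, then 6 h compound exposure, 37 °C; Signal: luciferase luminescence; Read-out basis: percent activation relative to tunicamycin control; Control set: tunicamycin high control, DMSO low control.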
GRIN3A LBD mod = NR3A (human) ligand-binding domain modulation; NR3A LBD differential scanning fluorimetry, Tm shift; 0% = protein alone, 100% = glycine-bound protein; Tm shift relative to glycine control, % at 25 µM; 2.5% of 340,000 active;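 active = melting temperature shift of at least 10% of the positive control shift, at one fixed dose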
XBP1 UPR activ = activators of adaptive arm of unfolded protein response (XBP1). CHO-XBP1 luciferase reporter, IRE1-XBP1 UPR activation, luminescence; percent of tunicamycin response, DMSO as zero. activation, % at 20 µM. 0.33% of 330,000 active;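 active = versus positive control, 20 µM dose yields 30% or more activation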;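 also: 100% = tunicamycin at 10 µg/mL and 0% = DMSO only wells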
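Assay system: IRE1-XBP1 luciferase reporter CHO line. Input: 1000 cells/well. Buffer or medium: F12 with 10% serum. Doses: 20 µM, 1% DMSO. Times: overnight seeding at 37 °C, 6 h compound treatment at 37 °C. Technique: Steady-Glo luciferase glow luminescence, 10 min after reagent addition.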
APJ agonist = APJ receptor agonism; P35414; CHO-K1 APJ PathHunter beta-arrestin, luminescence; 0% DMSO wells, 100% apelin; activation, % at 20 µM; 0.11% of 330,000 active; AID 2520;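 active = activation more than six SD over the plate average, tested at 20 µM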;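 also: 0% = DMSO alone and 100% = apelin-13 at 10 nM; some results filed as inactive read as strong as hits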
Target sequence (P35414 whole entry, looked up): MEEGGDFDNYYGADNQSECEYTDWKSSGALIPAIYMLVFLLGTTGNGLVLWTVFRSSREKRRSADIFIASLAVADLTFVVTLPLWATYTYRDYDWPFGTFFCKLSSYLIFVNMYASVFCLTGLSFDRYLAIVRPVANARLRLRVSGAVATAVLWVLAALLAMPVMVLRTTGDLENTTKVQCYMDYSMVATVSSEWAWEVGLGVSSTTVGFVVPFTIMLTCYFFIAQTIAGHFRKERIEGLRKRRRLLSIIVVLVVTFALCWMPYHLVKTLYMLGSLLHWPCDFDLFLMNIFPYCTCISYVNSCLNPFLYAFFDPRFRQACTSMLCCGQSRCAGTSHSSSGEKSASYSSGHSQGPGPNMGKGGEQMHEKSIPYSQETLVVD
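Test system: CHO-K1 APJ beta-arrestin complementation cell line. Amount: cell density 1000 per well. Controls: DMSO negative, 10 nM Apelin-13 positive. Signal: luminescent beta-gal fragment complementation, chemiluminescent substrate. Read-out basis: agonist-driven arrestin binding to APJ. Timing: compound stimulation 90 min at 25 °C, detection 60 min.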
TIM10 inh = TIM10 yeast growth inhibition; S. cerevisiae TIM10 strain growth, BacTiter-Glo luminescence, 24 h; inhibition, % at 10 µM; 1.4% of 330,000 active; AID 463195;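 active = inhibition of 40% or more at the single tested concentration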;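 also: wild-type TIM10 isogenic control strain grown at permissive 25 °C; 0% = DMSO yeast wells and 100% = minimal medium wells without yeast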
Mdm2-MdmX inh = disrupts the human Mdm2-MdmX interaction; O15151+Q00987; SaOS-2 split-luciferase Mdm2/MdmX complementation, luminescence; inhibition, % at 8 µM; 3% of 330,000 active; AID 485346;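 active = inhibition of at least 50% at 8 µM in the primary screen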
tim10-1 inh = growth inhibitors of tim10-1 mutant yeast. S. cerevisiae tim10-1 ts strain growth, BacTiter-Glo, 24 h. inhibition, % at 20 µM. 2.2% of 330,000 active. AID 463190;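 active = inhibition of at least 40%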;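 also: mutant grown at 25 °C; 0% = DMSO wells with yeast and 100% = wells holding no yeast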
NALP3 yeast inh = blocks the NALP3 inflammasome reconstituted in yeast | inhibition, % at 10 µM | 0.39% of 330,000 active | Yeast reconstituted NLRP3/ASC/caspase-1, beta-gal luminescence, 24 h;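 active = inhibition of 50% or more; inactive = inhibition below 50%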;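 also: plate controls were induced DMSO wells for no effect and uninduced yeast grown without galactose for full effect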
tim23-1 inh = inhibits growth of tim23-1 mutant yeast; AID 463212; 1.3% of 330,000 active; inhibition, % at 20 µM; S. cerevisiae tim23-1 growth, BacTiter-Glo luminescence, 24 h;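 active = growth inhibition of the mutant yeast at or above 50%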;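 also: temperature-sensitive mutant grown at 25 °C; plate controls were DMSO-treated mutant yeast for no effect and medium wells lacking yeast for full effect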
The depositor's hits bear a star.

SMILES	UPR CHOP act	GRIN3A LBD mod	XBP1 UPR activ	APJ agonist	TIM10 inh	Mdm2-MdmX inh	tim10-1 inh	NALP3 yeast inh	tim23-1 inh
CCOc1cc(S(=O)(=O)NC2CC2)c(OCC)cc1-n1cnnn1	-2.0	-3	-2	-4	-19	17	-1	2	5
Fc1ccccc1COc1ccc(-c2nnn(Cc3ccccc3F)n2)cc1	4.6	1	-2	0	9	-13	19	4	15
Cc1nn(-c2ccccc2)c(Cl)c1C1C(C#N)=C(N)Oc2c1c(C)nn2-c1ccccc1 (centres undefined)	-2.4	-3	-1	6	-2	-1	47*	7	34
CCOc1ccc(S(=O)(=O)NCc2ccc3c(c2)OCO3)cc1C	-0.5	-1	0	0	-8	16	31	17	27
COc1cc(C2c3c(c(C)c(C)oc3=O)Oc3c(C)c(C)oc(=O)c32)ccc1OS(=O)(=O)c1ccc(C)cc1	7.4	1	1	-2	3	21	14	21	19
O=C(c1cccc(NS(=O)(=O)c2cccc(F)c2)c1)N1CCN(c2ccccc2)CC1	0.6	-7	-3	0	-1	-3	17	-4	5
CC(=O)Nc1ccc(CCc2nc3ccccc3[nH]2)cc1	1.4	-4	-2	3	2	-18	-13	14	-1
CC(=O)c1cccc(S(=O)(=O)N2CCC(C(=O)O)CC2)c1	0.4	-1	0	-4	6	14	11	10	-5
CCOC(=O)CCC(=O)Nc1ccc(S(=O)(=O)N2CCCCC2)cc1	-0.2	-1	-2	-2	12	-16	23	-8	17
Cn1c(NNC(=O)c2ccccc2F)cc(=O)n(C)c1=O	1.8	0	1	-2	10	-20	2	12	15
COc1ccc(N2C(=O)C(CC(=O)Nc3ccccc3)N(Cc3ccc4c(c3)OCO4)C2=O)cc1 (centres undefined)	-1.9	3	-3	-1	10	15	13	-3	5
COc1ccc(N2CCN(C(=O)COC(=O)COc3ccc(C#N)cc3)CC2)cc1	1.9	0	-3	-3	6	3	1	10	8
COc1ccc(N2C(=O)CC2(C#N)c2ccc(OCc3ccccc3)cc2)cc1 (centres undefined)	0.0	-1	-2	-2	-1	21	14	16	19
Cc1cccc(NC(=O)CN(CC2CCCO2)C(=O)c2cc(S(=O)(=O)N(C)C)ccc2F)c1C (centres undefined)	-0.9	5	-2	-1	11	20	-2	3	-6
O=C(O)c1oc2ccccc2c1CSc1ccc(Cl)cc1	0.5	-1	4	4	5	-15	1	20	20
COc1ccc(-c2[nH]ncc2CN2CCC(c3ccncc3)CC2)cc1F	2.2	-1	-2	-1	-26	45	5	-2	-7
c1ccc(CN2CCN(C(c3ccccc3)c3nnnn3Cc3ccccc3)CC2)cc1 (centres undefined)	3.4	0	-1	-5	25	2	19	8	20
CN1c2ccccc2C(C)(C)C12C=Nc1c(cc(N3CCOCC3)c3ccccc13)O2 (centres undefined)	-0.2	-3	-2	1	7	59*	24	7	21
CC(C)N1CC(COc2ccc(Br)cc2)OC1=O (centres undefined)	0.3	-1	-3	-1	1	14	22	-26	21
C=CCSc1nc2sc(-c3ccccc3)cc2c(=O)n1N	0.4	0	4	-2	5	20	13	1	-1
CCn1nc(C)c(NC(=O)/C=C/c2ccc(OC)c(COc3ccc(Br)cc3)c2)c1C	0.3	-13	-1	-4	17	25	52*	7	16
Cn1cccc1-c1cc(C(=O)O)[nH]n1	-1.5	-1	3	-5	-7	14	-6	-12	-2
CN(C)c1cccc(C(=O)N2CCCC(CCC(=O)N3CCN(c4ccccn4)CC3)C2)c1 (centres undefined)	-0.9	-1	-3	28	9	4	4	21	11
CCN(CC)c1ncc(C)c(=O)[nH]1	-1.0	-2	-2	-7	-5	-2	19	19	14
Oc1ccc(N2CCN(c3nc(-c4cccs4)nc4ccccc34)CC2)cc1	-0.2	0	-1	0	11	8	0	1	29

Next part.
SMILES	UPR CHOP act	GRIN3A LBD mod	XBP1 UPR activ	APJ agonist	TIM10 inh	Mdm2-MdmX inh	tim10-1 inh	NALP3 yeast inh	tim23-1 inh
CN(C)CCCN1C(=O)CSC1c1ccc([N+](=O)[O-])cc1 (centres undefined)	2.0	0	1	0	-2	28	10	3	0
O=C(Nc1nc(-c2ccc(Cl)cc2)cs1)C1=COCCO1	3.3	-36	1	-4	25	-62	31	27	39
CCOC(=O)c1ccc(-c2c(-c3ccc4c(c3)OCO4)noc2C)cc1F	-1.2	-2	-1	13	8	-2	11	22	12
COc1ccc(C(=O)NCCS(=O)(=O)NCc2ccc(F)cc2)cc1	1.0	-1	7	6	-1	-14	11	16	10
CC(=O)NC1(C(=O)O)CCCC1	0.4	0	-3	-1	-24	-5	-4	3	7
O=C(Cc1cccs1)NCCc1ccc(Cl)cc1	3.6	1	-1	-5	-10	-14	-3	22	-1
Cc1ccc(NC(=O)N2CCCC2C(=O)Nc2nnc(C(C)C)s2)cc1 (centres undefined)	1.1	-1	3	-3	-3	0	-17	6	-1
FC(F)(F)c1ccc(CN2CCCCCC2)cc1	0.2	0	-2	-4	-5	18	-8	-2	-3
O=C(NCCCn1ccnc1)c1ccc(Cl)c(Cl)c1	8.1	2	-4	-2	-6	20	6	13	11
CCc1nnc(NC(=O)CSc2nnc3c4ccccc4n(C)c3n2)s1	0.5	1	1	-1	15	21	-8	2	1
Cc1ccc(S(=O)(=O)/N=S(\C)CC2CC2(Cl)Cl)cc1 (centres undefined)	-1.8	-1	-1	-1	-9	1	24	14	0
CCOc1cc(CNCC(C)C)c(Cl)cc1OCC(=O)Nc1ccccc1	-1.0	-3	4	-2	-9	6	2	4	16
Cc1ccc(NC(=O)CS(=O)CC(=O)Nc2ccccc2-c2ccc(C)o2)cc1 (centres undefined)	1.7	0	0	0	29	-10	45*	5	50*
COc1ccc2[nH]c(=O)c(CN(Cc3cccnc3)S(=O)(=O)c3ccccc3F)cc2c1	2.9	-1	8	2	3	64*	14	21	7
O=C(c1ccccc1)N1CCN(Cc2cccc(Oc3ccccc3)c2)CC1	-0.6	0	3	-3	-9	2	17	-2	4
Cc1nn(Cc2ccccc2)c2c1C(c1cccc(Cl)c1)C(C#N)=C(N)O2 (centres undefined)	1.4	-5	14	-3	35	21	29	-1	31
CC(=O)Nc1ccc(C(=O)N(C)C(C(=O)Nc2ccccc2)c2ccccn2)cc1 (centres undefined)	-1.4	-3	-3	-1	3	-11	-1	8	8
CC(C)NS(=O)(=O)c1ccc(OCC(=O)NCc2ccccc2)cc1	-0.3	11*	-2	0	-1	26	13	13	17
CCOC(=O)N/N=C(/C)c1cccc(-n2cnnn2)c1	-0.4	-3	0	-1	4	-25	-9	20	1
C=C(C)COc1ccc(-c2[nH]ncc2Oc2ccccc2OC)c(O)c1	1.4	16*	0	-1	28	2	55*	15	43
CCOC(=O)c1cnc(SC)nc1Sc1ccccc1	-0.8	2	-1	1	-30	11	1	9	13
COc1ccc(OCCC(=O)OCC(=O)NC2CCCCC2)cc1	-1.0	4	2	-1	2	-21	21	5	27
Cc1ccc(-c2noc(CCC(=O)N3CCCC3)n2)cc1	0.9	0	4	-6	-13	-4	16	18	-1
O=C(c1ccc(Cl)c(Cl)c1)N1CCN(c2ccccn2)CC1	2.2	0	-6	2	-8	-4	-4	16	8
Cc1cc(N2CCN(c3cccc(C(F)(F)F)c3)CC2)n2ncnc2n1	1.4	3	2	-3	16	9	29	17	25

The listing continues.
SMILES	UPR CHOP act	GRIN3A LBD mod	XBP1 UPR activ	APJ agonist	TIM10 inh	Mdm2-MdmX inh	tim10-1 inh	NALP3 yeast inh	tim23-1 inh
COc1ccc(S(=O)(=O)N2CCCC(C(=O)NC3CC3)C2)cc1Cl (centres undefined)	0.6	-1	0	0	1	-17	-13	7	9
C=CCc1cccc2cc(C(=O)N3CCN(C(=O)c4ccccc4)CC3)c(=O)oc12	0.1	0	-2	-5	-17	30	16	20	17
Cc1ccc(NC(=O)c2c(-c3c(F)cccc3Cl)noc2C)cc1F	-1.3	-5	-1	-5	17	16	38	5	22
O=C(CSc1n[nH]c(-c2ccccc2)n1)NC1CCCCC1	2.1	7	-6	-1	6	32	6	15	14
Cc1c(NS(=O)(=O)c2cc(C(=O)O)ccc2Cl)c(=O)n(-c2ccccc2)n1C	0.8	-5	4	0	6	-2	-5	-6	3
Brc1cccc(CN2CCCCCCC2)c1	3.3	-3	-1	4	12	8	1	-3	9
CC(C)(C)c1ccc(C(=O)c2c[nH]c(C(=O)NCCCN3CCOCC3)c2)cc1	0.8	-6	4	-1	-17	4	11	16	1
O=C(NC1CCCCC1)C1CCCN1C(=O)NCc1ccccc1 (centres undefined)	-1.0	0	2	-7	-11	9	17	6	1
COc1cc(C#Cc2ccc3cc(CCCO)oc(=O)c3c2)cc(OC)c1	12	-1	19	2	6	39	19	14	33
S=C(NCC1CCCO1)N1CCc2ccccc2C1 (centres undefined)	0.9	0	2	-6	-5	-1	2	7	3

In the list so far, 12 contain an aryl methoxy group:
SMILES	UPR CHOP act	GRIN3A LBD mod	XBP1 UPR activ	APJ agonist	TIM10 inh	Mdm2-MdmX inh	tim10-1 inh	NALP3 yeast inh	tim23-1 inh
COc1cc(C2c3c(c(C)c(C)oc3=O)Oc3c(C)c(C)oc(=O)c32)ccc1OS(=O)(=O)c1ccc(C)cc1	7.4	1	1	-2	3	21	14	21	19
COc1ccc(N2C(=O)C(CC(=O)Nc3ccccc3)N(Cc3ccc4c(c3)OCO4)C2=O)cc1 (centres undefined)	-1.9	3	-3	-1	10	15	13	-3	5
COc1ccc(N2CCN(C(=O)COC(=O)COc3ccc(C#N)cc3)CC2)cc1	1.9	0	-3	-3	6	3	1	10	8
COc1ccc(N2C(=O)CC2(C#N)c2ccc(OCc3ccccc3)cc2)cc1 (centres undefined)	0.0	-1	-2	-2	-1	21	14	16	19
COc1ccc(-c2[nH]ncc2CN2CCC(c3ccncc3)CC2)cc1F	2.2	-1	-2	-1	-26	45	5	-2	-7
CCn1nc(C)c(NC(=O)/C=C/c2ccc(OC)c(COc3ccc(Br)cc3)c2)c1C	0.3	-13	-1	-4	17	25	52*	7	16
COc1ccc(C(=O)NCCS(=O)(=O)NCc2ccc(F)cc2)cc1	1.0	-1	7	6	-1	-14	11	16	10
COc1ccc2[nH]c(=O)c(CN(Cc3cccnc3)S(=O)(=O)c3ccccc3F)cc2c1	2.9	-1	8	2	3	64*	14	21	7
C=C(C)COc1ccc(-c2[nH]ncc2Oc2ccccc2OC)c(O)c1	1.4	16*	0	-1	28	2	55*	15	43
COc1ccc(OCCC(=O)OCC(=O)NC2CCCCC2)cc1	-1.0	4	2	-1	2	-21	21	5	27
COc1ccc(S(=O)(=O)N2CCCC(C(=O)NC3CC3)C2)cc1Cl (centres undefined)	0.6	-1	0	0	1	-17	-13	7	9
COc1cc(C#Cc2ccc3cc(CCCO)oc(=O)c3c2)cc(OC)c1	12	-1	19	2	6	39	19	14	33

Compound activity (PubChem BioAssay)
